# From PubChem
# FID counter = compounds displacing fluorescent DNA intercalator, primary screen, artefact control for HCV NS3 helicase inhibitor project, biochemical, FID fluorescence. DNA fluorescent intercalator displacement. inhibition, % at 7.9 µM. hit rate 0.17% among 290,000; in the data active = inhibition above about 37%;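 note: 0% = vehicle and 100% = reference compound; higher means more ethidium bromide displaced from hairpin DNA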
# SUMO HTRF inh = inhibitors of in vitro SUMOylation cascade, primary screen, biochemical, HTRF, uHTS. inhibition, % at 35 µM. SUMO-conjugating enzyme UBC9 (Homo sapiens), P63279. hit rate 0.36% among 290,000. HTRF SUMOylation assay, SAE1/SAE2 + UBC9; in the data active = inhibition above about 50%, passing the limit was not always enough; note: strong numbers were not always called active
# IDE act = human IDE activators in live cells, primary screen, fluorescence polarization, HEK cells, FAbeta-B substrate | activation, % at 5.96 µM | FAbeta-B cleavage; 0% vehicle, 100% cell-free pure enzyme wells | AID 493087, 2011 | Insulin-degrading enzyme (Homo sapiens), P14735 | hit rate 0.073% among 340,000;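 active = activation above the mean of all tested compounds plus 3 SD, set per screening campaign, cut at about 17% in these data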
# Target sequence (P14735 whole entry, looked up): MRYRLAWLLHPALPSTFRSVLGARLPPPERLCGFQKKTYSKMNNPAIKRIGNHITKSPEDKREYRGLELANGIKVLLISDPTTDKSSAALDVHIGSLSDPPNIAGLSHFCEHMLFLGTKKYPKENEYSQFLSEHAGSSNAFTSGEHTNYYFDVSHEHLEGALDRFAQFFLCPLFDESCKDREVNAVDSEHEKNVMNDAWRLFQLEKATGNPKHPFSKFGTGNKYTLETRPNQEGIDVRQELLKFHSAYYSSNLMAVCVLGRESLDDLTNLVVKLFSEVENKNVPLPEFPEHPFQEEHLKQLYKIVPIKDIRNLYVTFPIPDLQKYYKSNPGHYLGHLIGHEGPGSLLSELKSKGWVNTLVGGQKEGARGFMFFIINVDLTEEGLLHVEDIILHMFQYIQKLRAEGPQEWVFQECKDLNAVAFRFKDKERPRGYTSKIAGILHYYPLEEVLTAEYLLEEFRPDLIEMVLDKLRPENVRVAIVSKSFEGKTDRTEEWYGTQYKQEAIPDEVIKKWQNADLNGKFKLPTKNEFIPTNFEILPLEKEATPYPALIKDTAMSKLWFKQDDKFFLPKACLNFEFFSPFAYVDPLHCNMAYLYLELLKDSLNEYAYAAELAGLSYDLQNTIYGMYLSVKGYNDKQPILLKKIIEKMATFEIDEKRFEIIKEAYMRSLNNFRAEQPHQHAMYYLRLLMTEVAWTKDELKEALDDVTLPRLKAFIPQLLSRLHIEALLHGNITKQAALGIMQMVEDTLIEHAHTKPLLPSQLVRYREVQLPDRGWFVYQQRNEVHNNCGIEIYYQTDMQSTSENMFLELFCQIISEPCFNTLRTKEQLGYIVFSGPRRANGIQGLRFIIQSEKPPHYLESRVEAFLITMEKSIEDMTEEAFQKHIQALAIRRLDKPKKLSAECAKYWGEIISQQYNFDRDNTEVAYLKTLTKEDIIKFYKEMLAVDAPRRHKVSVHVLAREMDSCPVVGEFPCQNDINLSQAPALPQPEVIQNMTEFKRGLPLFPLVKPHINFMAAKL
# MEKK3 PB1 HTS = modulators of MEKK3-MEK5 PB1 binding, primary screen, biochemical, wildtype MEKK3, multiplex bead flow cytometry, Alexa488-MEK5; binding response (% of control), % at 10 µM; AID 1529, 2009; hit rate 1.4% among 290,000; bead-based flow cytometry, Alexa488-MEK5 binding to MEKK3; actives lie on both sides; 0 = blocked by unlabeled MEK5, 100 = vehicle;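 active = binding response more than 3 SD above or below the average of its plate-row segment, actives on both sides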;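 note: Alexa488 bead fluorescence after subtracting the streptavidin-only scavenger bead signal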
# VIM-2 inh = VIM-2 metallo-beta-lactamase inhibitors, primary screen, biochemical, epi-absorbance readout, Pseudomonas aeruginosa enzyme. hit rate 0.89% among 290,000. purified VIM-2, nitrocefin hydrolysis, epi-absorbance fluorescence. inhibition, % at 5.6 µM. AID 1527, 2009;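 active = inhibition above the mean of all tested compounds plus 3 SD, cutoff set per screening run, cut at about 7.5% in these data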;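 note: red hydrolysis product quenches plate fluorescence so inhibitors raise well fluorescence; 0% = enzyme with DMSO and 100% = DMSO without enzyme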
# NS3 helicase inh = inhibitors of HCV NS3 helicase, primary screen, biochemical, Cy5 molecular beacon fluorescence | Hepatitis C virus NS3 helicase | NS3 helicase DNA unwinding | inhibition, % at 10.9 µM | hit rate 0.56% among 290,000;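 active = inhibition above the mean of all tested compounds plus 3 SD, set per campaign, cut at about 35% in these data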;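 note: 0% = DMSO wells and 100% = thioflavine S control wells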
#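 Test system: hepatitis C virus NS3 helicase domain fragment enzyme. Also added: annealed dual-labelled DNA beacon duplex, ATP-started. Timing: 60 min unwinding reaction at 25 °C after ATP addition. Technique: Cy5 fluorescence. Measure: % inhibition of unwinding.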
# p-CIP stab down = p/CIP-EGFP fusion destabilizers, primary screen, fluorescence, F442A cells | Q05BA5 | 16 h | decrease of EGFP signal, % at 10 µM | hit rate 0.01% among 290,000;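 active = EGFP signal decrease of at least 30% at 10 µM or well 3 SD below plate mean, unless failing retest; inactive = the rest, including hits failing retest or dose response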; note: some compounds called inactive have numbers as strong as hits; many of its hits are not listed in these tables
# IMP-1 inh = IMP-1 metallo-beta-lactamase inhibitors, primary screen, biochemical, epi-absorbance readout, Pseudomonas aeruginosa enzyme; purified IMP-1, nitrocefin hydrolysis, epi-absorbance fluorescence; inhibition, % at 5.6 µM; hit rate 0.45% among 290,000; AID 1556, 2009;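 active = inhibition above the mean plus 3 SD of all compounds in the same screening run, cut at about 4.5% in these data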;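 note: 0% = IMP-1 with DMSO and 100% = DMSO wells lacking enzyme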
#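 system = purified recombinant IMP-1 beta-lactamase | amount = 0.2 nM IMP-1, as dispensed | medium = HEPES buffer pH 7.1 with ZnSO4 and Brij 35 | times = 25 °C, 15 min preincubation, 25 min reaction | detection = plate fluorescence quenching by hydrolysis product, ex 480/em 530 nm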
# PHOSPHO1 inh = PubChem AID 1565. hit rate 1.1% among 290,000. inhibition, % at 13.3 µM. recombinant PHOSPHO1, absorbance phosphatase assay; in the data active = inhibition above about 60%
# An asterisk follows results filed as active; x = no result given; [ ] = dose if it differs, or a comment. An excerpt; the hit share may differ from the screen's.
SMILES,FID counter,SUMO HTRF inh,IDE act,MEKK3 PB1 HTS,VIM-2 inh,NS3 helicase inh,p-CIP stab down,IMP-1 inh,PHOSPHO1 inh
CC(=O)C(C)Oc1ccc2c3c(c(=O)oc2c1)CCCCC3 (stereo not given),-23,9,-6,103,-3.3,-8,-28,-4.8,0
COC(=O)C1=C(N)Oc2cc(C)n(CCN3CCOCC3)c(=O)c2C1c1cccnc1 (stereo not given),-6,14,-1,107,-2.5,-2,-3,-2.3,-25
O=C(NCc1ccccc1)c1cc(=O)c2ccccc2o1,-4,-1,4,85,1.1,9,-4,-0.3,51
COc1ccc(-n2c(CNC(=O)COc3ccc(Cl)cc3Cl)n[nH]c2=S)cc1,-29,12,0,99,-2.0,10,14,-2.5,-7
CCCCC(=O)NC(c1cccs1)c1cc(Cl)c2cccnc2c1O (stereo not given),-6,-38,-5,103,-4.9,-3,-30,-2.9,48
Cc1cccc(NC(=O)CCSc2nncn2C)c1,1,-41,6,109,-3.6,4,0,-6.1,0
CC1CCCN(C(=O)C2CCN(Cc3ccc4c(c3)OCO4)CC2)C1 (stereo not given),0,13,0,99,-2.5,13,-3,-2.4,35
CC1(C)CC(NCc2ccc3c(c2)OCO3)CCO1 (stereo not given),0,18,2,96,-1.6,0,-3,-2.6,50
C=CCn1c(C)c(C(C)=O)c(SC)nc1=S,-6,-11,-4,101,0.0,-2,1,-2.6,-19
COc1ccc(OCC(=O)O/N=C(\N)c2ccc(OC)c(OC)c2)cc1,-20,2,-3,100,-0.8,-3,8,-0.8,5
CN(C)C(CNC(=O)c1ccc(S(=O)(=O)Nc2ccccc2F)cc1)c1ccccc1 (stereo not given),19,0,7,99,-0.9,-3,8,-0.7,43
COC(=O)c1cccc(-c2ccc(/C=N/N3C(=O)C4C5C=CC(C6CC56)C4C3=O)o2)c1 (stereo not given),-8,12,7,100,0.8,6,3,-0.7,6
CC1(C)CC(=O)C(C2=NC(C)(C)Cc3ccccc32)=C(O)C1,-8,8,4,102,-2.3,4,2,-0.5,1
COc1cc2nc(COc3ccc(C#N)cc3)n(CC#N)c(=O)c2cc1OC,-10,20,-2,83,-1.4,-1,-10,-2.7,16
CN(C)c1cccc(C(=O)NC2CCCCCC2)c1,-8,12,7,110,-2.7,-2,0,-0.6,1
CC(=O)c1ccc(N=C2SCCCN2C(=O)C2CCCC2)cc1,0,3,1,105,-4.0,-4,-3,-4.2,-13
NC(=O)COc1c(-c2ccccc2)oc2ccccc2c1=O,-11,-10,-2,x,-2.0,3,3,-1.4,-18
Cc1cc(NC(=O)CCC(=O)N(c2ccc(F)cc2)C2(C(=O)NC3CCCCC3)CCCC2)no1,-26,8,0,x,-2.7,1,0,-6.1,-10
C/C(=N/N=C1/NC(=O)CC(C(=O)O)S1)c1ccccc1 (stereo not given),4,-2,-1,99,-3.5,-1,2,-0.2,-2
CC(C)OC(=O)c1c2nc3ccccc3nc2n2c1[nH]c(=O)c1ccccc12,-3,19,x,x,-0.1,-7,-4,2.4,6
O=C(C1=C[C@H](C2CCCCC2)C[C@H](OCc2ccc(CO)cc2)O1)N1CCN(Cc2ccc3c(c2)OCO3)CC1,-23,-18,-1,107,-4.0,-19,-18,-2.0,18
COc1ccccc1NC(=O)c1cnc(Nc2ccccc2OC)c2ccccc12,-20,8,3,98,-2.1,-9,4,-2.6,-4
O=C(O)CCC(=O)NNC(=O)CCC1CCCCC1,-5,5,0,89,-3.1,-13,-14,-3.3,13
CC1CCCN(S(=O)(=O)c2ccc(C(=O)Nc3nnc(-c4ccccc4Cl)o3)cc2)C1 (stereo not given),-8,-16,2,98,-1.9,11,7,-5.0,10
O=C(NN1C(=O)C2C3C=CC(C4CC34)C2C1=O)c1ccc(Cl)c(Cl)c1 (stereo not given),-4,8,4,104,-2.9,10,-4,-2.9,1
COc1ccc(NC(=O)C(C)N2c3cccc4cccc(c34)S2(=O)=O)cc1OC (stereo not given),-25,-35,0,107,-4.5,0,-2,-1.7,-11
CC1=C(C#N)C(c2ccc(O)cc2)C2=C(CCCC2=O)N1 (stereo not given),4,6,7,101,3.1,6,-6,-3.5,32
O=C(COc1ccc2ccc(=O)oc2c1)NC1CCCC1,-7,7,3,94,-2.3,-3,-6,-3.5,13
CC(C)N(CC(N)=O)c1ncnc2sc(-c3ccccc3)cc12,-18,20,2,101,-3.5,0,-5,-3.8,38
COc1ccc(CCC(=O)NNC(=O)c2ccc(OC)cc2)cc1,-6,4,5,93,1.1,-10,-15,1.2,39
COc1ccc(-c2[nH]ncc2CN(C)CC2CCCCO2)cc1F (stereo not given),1,19,9,96,0.1,-6,-12,-1.6,37
CCC(=O)Nc1ccc2c(c1)nc(CN1CCN(C(C)=O)CC1)n2C,-4,14,4,104,-1.4,-4,4,-3.6,-60
COc1cc(NC(=O)c2cc3nc(C4CC4)cc(C(F)(F)F)n3n2)c(OC)cc1Cl,1,26,3,x,0.4,9,-5,-0.3,60*
Cc1onc(-c2ccccc2)c1C(=O)N/N=C/C=C/c1ccccc1,-17,17,x,89,-4.0,-3,-4,-1.0,34
CCOC(=O)CSc1nnc(Cn2c(=O)sc3ccccc32)n1-c1ccccc1C,-12,-16,5,95,-2.5,3,13,-1.8,-17
CC(NC(=O)CCC(=O)NC(C)C1COc2ccccc2O1)C1COc2ccccc2O1 (stereo not given),-24,4,-3,103,-3.5,0,-8,-1.4,-8
O=c1[nH]c(/C(Cl)=C/c2cccc(C(F)(F)F)c2)nc2cc(Cl)ccc12,2,8,3,101,-2.5,1,-4,-3.2,3
CCCSc1nc(=S)n(Cc2ccccc2)c(C)c1C(C)=O,-14,-2,1,93,0.0,2,-5,-0.9,29
COCCNc1cc(-c2ccccc2)nc2cc(-c3cccc(F)c3)nn12,-14,-5,3,107,-3.7,-12,3,-5.5,x
O=[N+]([O-])c1ccccc1S(=O)(=O)Oc1ccc(/C=N/n2cnnc2)cc1,0,9,3,97,-1.9,2,-1,-1.8,9
CCCC(=O)Nc1ccccc1NC(=O)c1ccc(OCC)c(OCC)c1,-22,16,8,111,-2.4,-1,-6,-3.3,25
CC(OC(=O)c1c2c(nc3ccccc13)/C(=C\c1ccc3c(c1)OCO3)CCC2)C(=O)Nc1ccc(S(N)(=O)=O)cc1 (stereo not given),-6,27,26*,105,18*,16,-10,13*,-21
O=C(Nc1cccc(S(=O)(=O)N2CCCCC2)c1)C1CC(=O)N(c2ccc3c(c2)OCCO3)C1 (stereo not given),-31,-13,1,95,-3.8,-11,-3,-3.1,28
O=C1CSC(c2ccc(Cl)cc2)N1C1CCCCC1 (stereo not given),-26,6,4,100,-1.7,-5,0,-4.2,-7
COc1ccc(CNS(=O)(=O)c2ccc3c(c2)CCN3C(=O)C2CCC2)cc1,-38,-8,3,100,-0.9,3,9,-3.3,48

# Entries of single compounds as entered above. Values in the order: FID counter | SUMO HTRF inh | IDE act | MEKK3 PB1 HTS | VIM-2 inh | NS3 helicase inh | p-CIP stab down | IMP-1 inh | PHOSPHO1 inh
# Results for O=C(Nc1cccc(S(=O)(=O)N2CCCCC2)c1)C1CC(=O)N(c2ccc3c(c2)OCCO3)C1 (stereo not given) = -31 | -13 | 1 | 95 | -3.8 | -11 | -3 | -3.1 | 28
# Results for CC(C)OC(=O)c1c2nc3ccccc3nc2n2c1[nH]c(=O)c1ccccc12 = -3 | 19 | x | x | -0.1 | -7 | -4 | 2.4 | 6
# Results for CCOC(=O)CSc1nnc(Cn2c(=O)sc3ccccc32)n1-c1ccccc1C = -12 | -16 | 5 | 95 | -2.5 | 3 | 13 | -1.8 | -17
# Results for CC1CCCN(S(=O)(=O)c2ccc(C(=O)Nc3nnc(-c4ccccc4Cl)o3)cc2)C1 (stereo not given) = -8 | -16 | 2 | 98 | -1.9 | 11 | 7 | -5.0 | 10
# Results for CCCC(=O)Nc1ccccc1NC(=O)c1ccc(OCC)c(OCC)c1 = -22 | 16 | 8 | 111 | -2.4 | -1 | -6 | -3.3 | 25

# Continuation.
SMILES,FID counter,SUMO HTRF inh,IDE act,MEKK3 PB1 HTS,VIM-2 inh,NS3 helicase inh,p-CIP stab down,IMP-1 inh,PHOSPHO1 inh
Cc1nnsc1C(=O)NNC(=O)c1cccc2ccccc12,-2,-8,3,86,-2.3,-1,0,-5.1,12
CSc1nc(N)nc(C2CC2)n1,2,6,6,100,-2.4,-5,-3,-2.8,47
CCC1SC(CC)C(=O)N(CC(=O)Nc2ccc3c(c2)OCO3)C1=O (stereo not given),-1,0,0,133*,-1.7,1,-8,-3.3,3
Cc1ccc(C(=O)NCc2ccc3c(c2)OCO3)cc1,0,3,5,107,-1.9,-3,-5,-1.5,39
CC(C)[C@H](NC(=O)C1CCN(S(=O)(=O)c2ccccc2)CC1)C(=O)NCc1ccncc1,-12,0,0,100,-1.1,5,4,-0.2,37
COC(=O)Cc1ccc(NC(=S)NN2CCOCC2)cc1,0,9,0,108,-0.1,3,-2,-3.3,1
CC(C)c1ccccc1NC(=O)COC(=O)/C=C/c1cccc([N+](=O)[O-])c1,0,18,0,106,-0.7,8,-5,-2.2,2
CN1CCN(/N=C/c2ccc(OCc3ccccc3)cc2)CC1,-2,12,-3,107,-0.9,-6,2,-0.9,24
O=C(N/N=C/C=C/c1ccccc1[N+](=O)[O-])c1cc(-c2cccnc2)nc2ccccc12,-7,-18,0,65*[inhibitor],-4.2,-7,2,-3.8,-24
CCOC(=O)C1CCCN(C(=O)CCCn2nc(C)n3c(cc4sccc43)c2=O)C1 (stereo not given),-35,15,1,104,3.8,1,-4,-4.0,7
C/C(=N\OC(=O)c1ccccc1F)c1nccs1,1,-5,2,100,-6.8,8,3,-1.6,-10
COc1ccc(NC(=O)Cn2cc(C(=O)c3ccco3)c3ccccc32)cc1,-1,21,-2,103,-3.2,-8,2,-1.3,14
CC(C)(CO)CNC(=O)c1ccc(OC2CCN(C(=O)C3CC3)CC2)cc1,-10,-4,2,98,-0.7,-13,4,-0.7,54
Cc1csc2c(N3CCN(C(=O)NC(C)(C)C)CC3)ncnc12,-19,20,0,114,2.5,27,-2,-2.5,13
Cc1ccc(-n2ncc3c(=O)[nH]c(SCC(=O)N4CCC(C)CC4)nc32)cc1C,1,14,6,103,1.1,0,-6,-3.0,-11
O=C(CSc1nc2[nH]ncc2c(=O)n1-c1ccccc1Br)NCc1ccccc1Cl,-18,4,0,106,0.2,6,9,-2.2,9
O=C(O)CC(NC(=O)C(c1ccccc1)c1ccccc1)c1cccc([N+](=O)[O-])c1 (stereo not given),-30,0,5,94,-2.5,1,8,-3.1,21
Cc1ccc(C)c(N2CCN(C(=O)c3ccc4nsnc4c3)CC2)c1,-51,-3,0,102,-3.9,-2,-3,-1.1,44
O=C(COC(=O)C1(c2ccccc2F)CCCC1)Nc1ncc(C(F)(F)F)cc1Cl,-10,3,0,90,-2.6,0,-2,-0.5,-10
COc1ccc(Cn2nc(C(=O)O)c3ccccc3c2=O)cc1F,-27,9,6,107,0.7,3,-16,-3.5,17
